Screening data from PubChem BioAssay.
TRPC4 act: activators of mouse TRPC4 channel, primary screen, Fluo4 calcium, HEK293 TRPC4beta/mu-opioid cells; Short transient receptor potential channel 4 (Mus musculus), Q9QUQ5; Fluo4 calcium fluorescence; hits give high values; B-score at 10 µM; actives 0.49% (n = 310,000);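 active means B-score above 5 SD of library B-scores, and initial fluorescence ratio not above library mean plus 5 SD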;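 further: positive B-score marks a calcium rise read as TRPC4 activation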
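Assay system: HEK293 cells stably co-expressing mouse TRPC4beta and mu-opioid receptor / Timing: Fluo4 dye loading 45 min at room temperature, 110 s recording / Signal: Fluo4 calcium-sensitive dye fluorescence, kinetic, 1 Hz baseline / Read-out: integrated baseline-normalised fluorescence ratio, converted to per-well B score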
TRPC4 PAM: positive allosteric modulators of TRPC4, primary screen, cell-based, mouse TRPC4beta, HEK293 mu-opioid, Fluo-4 calcium; DAMGO EC20, Fluo-4 Ca2+ flux; hits give high values; B-score at 10 µM; actives 0.42% (n = 310,000);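 active means B-score of calcium response area above 5 SD of library B-scores, with initial fluorescence ratio within 5 SD of library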;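 further: B-score of integrated fluorescence ratio over time as area under calcium response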
HDAC3 inhib: HDAC3 deacetylase inhibitors, primary screen, biochemical, fluorescence, cell-free homogeneous | Histone deacetylase 3 (Homo sapiens), O15379 | recombinant HDAC3, fluorogenic peptide/trypsin coupled | inhibition, % at 8.3 µM | actives 0.15% (n = 320,000); in the data active means inhibition above about 26%, passing the limit was not always enough; inconclusive means no clear call, values can overlap the other calls
Target sequence (O15379 whole entry, looked up): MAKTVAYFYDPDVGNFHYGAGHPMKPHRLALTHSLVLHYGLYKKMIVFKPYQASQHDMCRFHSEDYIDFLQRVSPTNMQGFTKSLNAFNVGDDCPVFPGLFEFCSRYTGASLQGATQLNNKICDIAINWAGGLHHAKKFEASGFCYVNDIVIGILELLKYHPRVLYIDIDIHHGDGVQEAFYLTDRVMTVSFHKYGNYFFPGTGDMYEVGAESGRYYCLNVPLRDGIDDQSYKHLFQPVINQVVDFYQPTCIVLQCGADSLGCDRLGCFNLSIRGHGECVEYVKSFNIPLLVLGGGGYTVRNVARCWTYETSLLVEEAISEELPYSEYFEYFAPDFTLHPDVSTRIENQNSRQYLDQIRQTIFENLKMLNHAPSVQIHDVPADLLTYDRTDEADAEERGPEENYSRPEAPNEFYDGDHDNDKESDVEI
KCNK3 block: human KCNK3 channel inhibitors, primary screen, CHO cells, FluxOR thallium flux, B-score; FluxOR fluorescence; hits give low values; B-score at 10 µM; actives 0.84% (n = 340,000); AID 602410, 2012;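 active means B-score under library mean minus 4 SD, starting fluorescence ratio at most library mean plus 5 SD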;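 further: more negative B-score means stronger inhibition of thallium flux through KCNK3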
KCNQ1 inh: inhibitors of human KCNQ1 channel, primary screen, cell-based, thallium flux, high-throughput; Potassium voltage-gated channel subfamily KQT member 1 (Homo sapiens), P51787; CHO-K1 KCNQ1, FluxOR thallium flux fluorescence; hits give high values; B-score at 10 µM; actives 1.3% (n = 310,000); AID 2642, 2010;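 active means compounds whose thallium flux B-score, printed positive for inhibition, exceeds three library SD while starting fluorescence stays within three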;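 further: channel opened by potassium depolarization with thallium stimulus after 20 min compound exposure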
Target sequence (P51787 whole entry, looked up): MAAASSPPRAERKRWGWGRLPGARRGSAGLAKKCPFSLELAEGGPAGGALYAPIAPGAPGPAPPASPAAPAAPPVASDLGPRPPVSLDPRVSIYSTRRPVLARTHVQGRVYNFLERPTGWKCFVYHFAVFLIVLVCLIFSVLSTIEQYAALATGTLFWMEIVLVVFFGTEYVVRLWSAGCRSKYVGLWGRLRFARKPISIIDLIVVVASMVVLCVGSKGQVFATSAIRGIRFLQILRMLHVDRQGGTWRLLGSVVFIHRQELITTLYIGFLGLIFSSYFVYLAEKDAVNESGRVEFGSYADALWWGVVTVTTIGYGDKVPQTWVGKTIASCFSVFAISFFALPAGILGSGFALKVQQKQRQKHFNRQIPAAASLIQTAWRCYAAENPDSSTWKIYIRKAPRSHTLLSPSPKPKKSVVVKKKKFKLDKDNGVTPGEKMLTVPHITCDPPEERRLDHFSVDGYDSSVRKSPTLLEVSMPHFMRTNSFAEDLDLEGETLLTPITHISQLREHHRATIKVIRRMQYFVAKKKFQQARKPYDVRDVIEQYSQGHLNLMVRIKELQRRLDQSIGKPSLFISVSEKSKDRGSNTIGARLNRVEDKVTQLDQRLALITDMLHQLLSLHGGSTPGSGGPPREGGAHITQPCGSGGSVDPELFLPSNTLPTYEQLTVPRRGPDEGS
Dyrk1A ADPGlo: rat Dyrk1A kinase inhibitors, primary screen, biochemical, single point, plate reader; AID 504441, 2011; Dual specificity tyrosine-phosphorylation-regulated kinase 1A (Rattus norvegicus), Q63470; inhibition, % at 12.5 µM; actives 0.43% (n = 310,000); ADP-Glo luminescence, NFATc1 peptide; in the data active means inhibition above about 50%;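 further: plate controls were vehicle with enzyme for no effect and no enzyme for full effect; many of its hits are not listed in these tables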
hERG rescue: hERG rescue from dofetilide block, primary screen, cell-based, CHO-hERG, FluxOR thallium flux, dofetilide IC70 | Voltage-gated inwardly rectifying potassium channel KCNH2 (Homo sapiens), Q12809 | dofetilide IC70 present | activation (rescue from dofetilide block), less the hit threshold, % at 10 µM | actives 0.51% (n = 310,000) | AID 1511, 2009;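 active means activation above the mean of controls blocked by dofetilide plus 5 SD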;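 further: thallium influx through hERG after potassium depolarization seen as dye fluorescence rise; in these data hits start at about 4.7%; inactives centre near -7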
KCNK9 block: KCNK9 potassium channel inhibitors, primary screen, HEK293 cells, thallium flux; B-score at 10 µM; actives 1.2% (n = 310,000); Potassium channel subfamily K member 9 (Homo sapiens), Q9NPC2; FluxOR thallium flux fluorescence; hits give low values;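 active means ratio B-score over 3 SD below the library mean, with starting fluorescence within 5 SD of its mean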;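 further: negative B-score means less thallium flux so channel inhibition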
TMEM16A inh: TMEM16A chloride channel inhibitors, primary screen, cell-based, HTS; Anoctamin-1 (Mus musculus), Q8BHY3; HEK293 TMEM16A/YFP iodide influx fluorescence, ionomycin; normalized B-score (activity score, 25-100; higher = stronger inhibition) at 10 µM; actives 1.2% (n = 310,000);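 active means ratio plate-corrected score three or more library SD toward inhibition, starting fluorescence score within five deviations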;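 further: score derived from kinetic fluorescence span divided by baseline fluorescence per well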
KCNQ1 act: potentiators or activators of KCNQ1 channel, primary screen, cell-based, thallium flux, high-throughput. AID 2648, 2010. CHO-K1 KCNQ1, thallium flux FluxOR fluorescence; hits give high values. Potassium voltage-gated channel subfamily KQT member 1 (Homo sapiens), P51787. actives 0.35% (n = 310,000). B-score at 10 µM;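 active means fluorescence ratio B-score, a plate-corrected score, at least three library SD, with initial intensity B-score within 5 SD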
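assay system = KCNQ1-transfected CHO-K1 cells | medium = assay buffer with matched DMSO | probe or stimulus = depolarizing K+/Tl+ stimulus, K2SO4 and Tl2SO4 each 12.5 mM in 5x stock | dosing = single dose | incubation = dye 90 min, compound 20 min, room temperature | detection = kinetic FluxOR fluorescence, 10 s baseline plus 110 s post-stimulus | evaluation = ratio B score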
ANO1 activ: TMEM16A chloride channel activators or potentiators, primary screen, cell-based, HTS; Anoctamin-1 (Mus musculus), Q8BHY3; HEK293 TMEM16A/YFP-H148Q/I152L, iodide quench fluorescence; hits give low values; B-score at 10 µM; actives 0.3% (n = 340,000); AID 623877, 2012;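 active means fluorescence-ratio B-score plate-corrected deviation score at least 3 library SD below zero, with starting fluorescence score within 5 deviations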;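 further: channel opened by trigger with iodide after compound preincubation; score built on the fluorescence ratio of max minus min over baseline; more negative score means more quench and so TMEM16A activation or potentiation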
The depositor's hits bear a star; i = inactive; ? = inconclusive; . = no result given. Some of the compounds tested; rates above refer to the full screens.

canonical_smiles	TRPC4 act	TRPC4 PAM	HDAC3 inhib	KCNK3 block	KCNQ1 inh	Dyrk1A ADPGlo	hERG rescue	KCNK9 block	TMEM16A inh	KCNQ1 act	ANO1 activ
COc1ccccc1Nc1ccc2nonc2c1[N+](=O)[O-]	i	i	7	i	i	3	-6	i	i	i	i
Fc1ccc(OCc2nc(-c3ccncc3)n[nH]2)cc1	i	i	-3	i	i	17	-11	i	i	i	i
COc1cccc(OCCCn2ccnc2)c1	i	i	7	i	i	2	-9	i	i	i	i
CC(C)Cn1c(=O)c2ccccc2n2c(CCC(=O)NC3CCN(Cc4ccccc4)CC3)nnc12	i	i	3	i	i	0	-6	i	i	i	i
Cc1nnc(NC(=O)c2oc3ccccc3c2C)s1	i	i	-2	i	i	-5	-10	i	i	i	i
CCn1cc(C(=O)OCC(=O)Nc2cccc(S(=O)(=O)N3CCOCC3)c2)c(=O)c2ccc(C)nc21	i	i	0	i	i	5	0	i	i	i	i
O=C(Nc1ncccn1)c1cccc(Cl)c1	i	i	-3	i	i	.	-8	i	i	i	i
Cc1ccc(NCc2nnc(SCC(=O)NCCc3ccccc3)n2C)cc1	i	i	.	i	i	-2	-5	i	.	i	i
NNC(=O)CN1C(c2ccc(Cl)cc2)=Nc2ccc(Br)cc2C1c1ccccc1 (stereo not given)	i	i	16	i	i	1	-10	i	i	i	i
COCc1ccc(CN2CCCC(C(=O)Nc3ccccc3-c3ccc(OC)cc3)C2)o1 (stereo not given)	i	i	1	i	i	-1	-5	i	i	i	i

Ordered by molecular weight (largest number first): some entries from above
canonical_smiles	TRPC4 act	TRPC4 PAM	HDAC3 inhib	KCNK3 block	KCNQ1 inh	Dyrk1A ADPGlo	hERG rescue	KCNK9 block	TMEM16A inh	KCNQ1 act	ANO1 activ
CCn1cc(C(=O)OCC(=O)Nc2cccc(S(=O)(=O)N3CCOCC3)c2)c(=O)c2ccc(C)nc21	i	i	0	i	i	5	0	i	i	i	i
COCc1ccc(CN2CCCC(C(=O)Nc3ccccc3-c3ccc(OC)cc3)C2)o1 (stereo not given)	i	i	1	i	i	-1	-5	i	i	i	i
Fc1ccc(OCc2nc(-c3ccncc3)n[nH]2)cc1	i	i	-3	i	i	17	-11	i	i	i	i

Additional records follow.
canonical_smiles	TRPC4 act	TRPC4 PAM	HDAC3 inhib	KCNK3 block	KCNQ1 inh	Dyrk1A ADPGlo	hERG rescue	KCNK9 block	TMEM16A inh	KCNQ1 act	ANO1 activ
Cc1cc(NC(=O)CSc2nc3c(c(=O)n2-c2ccc(Cl)cc2)SCC3)no1	i	i	7	i	i	-4	-4	i	i	i	i
Cc1ccc(C(=O)C2=C(O)C(=O)N(Cc3ccco3)C2c2cccc(Cl)c2)o1 (stereo not given)	i	i	1	i	i	.	-10	i	i	i	i
O=C(CNCc1cccs1)Nc1ccc(OC(F)(F)F)cc1	i	i	3	i	i	-5	-5	i	i	i	i
CN1CCN(C(=O)c2ccccc2NC(=O)c2sc3ccccc3c2Cl)CC1	i	i	-5	i	i	3	-9	i	i	i	i
CC(=O)c1nn(-c2cccc(C(F)(F)F)c2)c(=O)[nH]c1=O	i	i	4	i	i	-3	0	i	i	i	i
COc1ccc(Br)cc1C(=O)Nc1cc(C)cc(C)c1	i	i	3	i	i	1	-10	i	i	i	i
O=C1CC(N2CCC(c3nc4ccccc4o3)CC2)C(=O)N1 (stereo not given)	i	i	1	i	i	1	-11	i	i	i	i
O=C(NCc1nnc(SCC(=O)N2CCCC2)o1)c1ccc(F)cc1	i	i	-3	i	i	-3	-6	i	i	i	i
CCOC(=O)N1CCC(NC(=O)c2ccc3c(c2)ncn3C2CCCC2)CC1	i	i	-3	i	i	3	3	i	i	i	i
CCN(C(=O)COC(=O)c1ccc(Cl)cc1N)C1CCCCC1	i	i	-10	i	i	6	-13	i	i	i	i
O=C(CCN1C(=O)C2C3C=CC(C3)C2C1=O)Nc1ccccc1 (stereo not given)	i	i	6	i	i	-3	-10	i	i	i	i
O=C1CCCCN1CCCC(=O)N1CCCC(Nc2ccc(F)cc2)C1 (stereo not given)	i	i	1	i	i	-4	-9	i	i	i	i
Cc1ccc(/C=C/C(=O)Nc2sc3c(c2C#N)CCCC3)o1	i	i	4	i	i	1	-9	i	i	i	i
Cc1ccccc1/C=C1\CCCc2ccccc2C1=O	i	i	5	i	i	3	-20	i	i	i	i
CCOc1cc(NC(=S)NCc2ccccc2)c(OCC)cc1NC(=O)C(C)C	i	i	0	i	i	-5	-6	i	i	i	i
Cc1nn(CCC(N)=S)c2nc(-c3cccs3)cc(C(F)(F)F)c12	i	i	-7	i	i	0	-4	i	i	i	i
Cc1c(CCOC(=O)c2cc([N+](=O)[O-])cc([N+](=O)[O-])c2)sc[n+]1CCCCS(=O)(=O)[O-]	i	i	-1	i	i	.	-4	i	i	i	i
O=C(NC1CCCC1)C(c1ccc(Cl)cc1)N1CCOCC1 (stereo not given)	i	i	0	i	i	1	-7	i	i	i	i
C/C(N)=C(/C#N)C(=O)COC(=O)CC1CCCC1	i	i	9	i	i	0	-9	i	i	i	i
O=C(COC(=O)c1ccco1)Nc1nnc(-c2ccccc2)o1	i	i	-1	i	i	0	-13	i	i	i	i
O=C(O)C(=O)/C(=C\c1ccc(Cl)cc1)c1ccc2ccccc2n1	i	i	2	i	i	.	-4	i	i	i	i
O=C(CCN1CCN(CCO)CC1)Nc1ccc(F)c(F)c1	i	i	3	i	i	-7	-9	i	i	i	i
NS(=O)(=O)c1cccc(NC(=O)c2cccc(-c3ccc(O)cc3)c2)c1	i	i	-10	i	i	5	-4	i	i	i	i
O=C(Nc1cc(Cl)ccc1C(=O)O)c1ccc(CN2C(=O)c3ccccc3C2=O)cc1	i	i	0	i	i	3	-2	i	i	i	i
O=C(O)C1(c2ccccc2)CCN(S(=O)(=O)c2ccc(Br)cc2)CC1	i	i	4	i	i	-6	2	i	i	i	i
O=C(O)COc1ccc(Oc2ccccc2)cc1	i	i	3	i	i	-6	-3	i	i	i	i
Cc1cc(=O)oc2cc(N3C(=O)CC(Cc4ccccc4)C3=O)ccc12 (stereo not given)	i	13*	0	i	i	10	-12	i	i	i	i
CCc1cccc(C)c1NC(=O)CN(C)Cc1ccc(Br)cc1	i	i	-1	i	i	4	-11	i	i	i	i
COc1cc(/C=C(\C#N)c2ccccn2)ccc1OCC(=O)Nc1cccc(C(F)(F)F)c1	i	i	0	i	i	11	-6	i	i	i	i
CCOc1cc(CNCCSc2nnnn2C)cc(Br)c1OCc1ccccc1F	i	i	7	i	i	1	-21	-9.5*	i	i	i

TRPC4 PAM: entries above that show a hit.
Molecule | TRPC4 PAM | HDAC3 inhib | KCNK3 block | KCNQ1 inh | Dyrk1A ADPGlo | KCNK9 block | KCNQ1 act | ANO1 activ
Cc1cc(=O)oc2cc(N3C(=O)CC(Cc4ccccc4)C3=O)ccc12 (stereo not given) | 13* | 0 | i | i | 10 | i | i | i

(listing goes on)
canonical_smiles	TRPC4 act	TRPC4 PAM	HDAC3 inhib	KCNK3 block	KCNQ1 inh	Dyrk1A ADPGlo	hERG rescue	KCNK9 block	TMEM16A inh	KCNQ1 act	ANO1 activ
COc1ccccc1C1=Nn2c(nnc2C2CCCCC2)SC1	.	.	2	i	.	17	.	.	i	.	i
O=C(Cn1nc(-c2ccccc2)ccc1=O)N1CCOCC1	i	i	6	i	i	5	-9	i	i	i	i
CCOC(=O)N1CCN(C(=O)CCc2ccccc2)CC1	i	i	-2	i	i	-1	-9	i	i	i	i
COc1ccc(C(=O)NNC(=O)c2ccc(C)cc2)cc1S(=O)(=O)N1CCCC1	i	i	10	i	i	.	-8	i	i	i	i
CCOC(=O)CN(C(=O)Cn1nnc2ccccc21)C(C(=O)NCCOC)c1ccccc1 (stereo not given)	i	i	-13	i	i	-4	-5	i	i	i	i
CC(C)CCNC(=O)Cc1c(C(=O)O)[nH]c2ccc(Cl)cc12	i	i	-5	i	i	7	-4	i	i	i	i
COCCn1nnnc1C(C(C)C)N1CCC(Cc2ccccc2)CC1 (stereo not given)	i	i	6	i	i	11	-8	i	i	i	i
COC(=O)c1[nH]c2ccc(C)cc2c1NC(=O)c1ccccc1[N+](=O)[O-]	i	i	6	i	i	-2	-8	i	i	i	i
COc1c2ccc(C(=O)NCc3cc(C(F)(F)F)cc(C(F)(F)F)c3)cc2nn1C	i	i	-2	i	i	2	-5	i	i	i	i
C/C(=N/NC(=O)c1cccs1)c1ccc(N2CCOCC2)cc1	i	i	5	i	i	3	-7	i	i	i	i
OCC[C@@H]1C[C@@H](O)[C@H](O)[C@]2(CCCc3ccccc3O2)O1	i	i	1	i	i	-2	-12	i	i	i	i
CC(C)COc1ccc(C(=O)Nc2ccc(SC(F)F)cc2)cc1	i	i	-2	i	i	-3	-8	i	i	i	i
Cc1cc(C)c2[nH]c(=O)c(CN(CC3CCCO3)C(=S)Nc3ccccc3)cc2c1 (stereo not given)	i	i	-3	i	i	-4	-10	i	i	i	i
Cc1ccc(OCCOC(=O)Nc2ccccc2)cc1	i	i	-2	i	i	0	-11	i	i	i	i
Cc1ccc(O)c(CNc2cnc3ccccc3c2)c1	i	i	-7	i	i	19	-8	i	25*	i	i
Cc1cc(C)n2nc(N)c(N=Nc3cccc(Cl)c3)c2n1	i	i	4	i	i	-10	-7	i	i	i	i
CS(=O)(=O)N(CC(=O)N1CCOCC1)c1cccc(F)c1	i	i	-3	i	i	1	-6	i	i	i	i
O=C(Nc1ccc(SC(F)F)cc1)c1ccccc1F	i	i	4	i	i	-4	-12	i	i	i	i
CCOC(=O)c1sc(-c2ccccc2)nc1C	i	i	?	i	i	-3	-2	i	i	i	i
Cc1cccc(N2CC(C(=O)Nc3ccc4c(c3)OCO4)CC2=O)c1C (stereo not given)	i	i	10	i	i	3	-16	i	i	i	i
